L3MBTL1 inh = L3MBTL1 (human) inhibition; Q9Y468; AlphaScreen L3MBTL1–H3K9me1 peptide binding; Potency, µM (series often up to 57.1 µM), for inactives: at the highest dose activity, negative = inhibition, most hits filed as inhibitors; actives 0.66% (n = 230,000); also: nearly all actives have a fitted effect of over 60% in size
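AlphaScreen proximity signal between nickel-chelate acceptor and streptavidin donor beads (final 10 ug/mL) reports binding of 50 nM L3MBTL1 to 75 nM biotin-H3 K9me1 peptide; complex incubated with compounds 30 min at room temperature; cefsulodin titration as control.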
Tau ThT inhib = blocks human tau fibril formation measured by thioflavin T. P10636. recombinant tau K18 P301L, heparin-induced fibrillization, ThT fluorescence. Potency, µM (doses to about 57.4 µM), without a hit: at the highest dose activity, negative = inhibition, most hits filed as inhibitors. actives 2.1% (n = 270,000); also: nearly all actives have a fitted effect of over 55% in size
Target sequence (P10636 561-689 P618L limits assumed): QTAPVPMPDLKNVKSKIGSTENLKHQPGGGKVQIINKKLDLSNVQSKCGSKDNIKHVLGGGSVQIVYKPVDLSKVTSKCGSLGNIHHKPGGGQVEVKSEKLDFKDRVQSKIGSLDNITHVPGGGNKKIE
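ThT emission at 510 nm, taken 1 hr after adding 30 uM dye, quantifies aggregates formed when 20 uM heparin acts on human tau K18 P301L for 6 hr at 37 C.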
TexasRed fluor = counter-screen for TRb-SRC2 inhibitors: fluorescence interference | TRb/SRC2 Texas Red total fluorescence interference | actives 0.29% (n = 280,000) | Potency, µM (top dose mostly 106 µM), inactives show at the highest dose fluorescence change, negative = quenching; active = well fitted curve in either direction with a large enough effect; inconclusive = small, poorly fitted or top-dose-only effect
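Human TRb ligand-binding domain at 0.6 uM with 20 nM Texas Red SRC2 peptide in Tris buffer containing 1 uM T3 and 5% DMSO, incubated with compound 5 h at ambient temperature. Total fluorescence (555/632 nm) calculated as parallel + 2 × perpendicular.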
Tau fluor counter = counter-screen for tau fibril formation inhibitors | tau K18 P301L (four-repeat tau fragment) Alexa594 fluorescence, heparin fibrillization | Potency, µM (highest dose often 57.7 µM), without a hit: top-dose activity change, negative = decrease | actives 0.93% (n = 280,000); also: nearly all actives have a fitted effect of over 55% in size
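Human K18 P301L tau (15 uM unlabeled plus 0.24 uM Alexa 594-labeled, final) in 100 mM sodium acetate pH 7 was mixed with compound and 20 uM heparin and incubated 6 hr at 37 C.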
TRb-SRC2 inh = TRbeta-SRC2 interaction inhibition. actives 0.065% (n = 280,000). P10828. AID 1469. Potency, µM (series often up to 106 µM), without a hit: top-dose activity change, negative = inhibition, hits mostly inhibitors. TRbeta-SRC2 peptide binding, fluorescence polarization; receptor liganded with 1 µM T3;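 also: plate controls were bound peptide for no effect and peptide without receptor for full effect; nearly all actives have a fitted effect of over 50% in size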
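Human TRb LBD (0.6 uM) plus Texas Red-labeled SRC2 peptide (20 nM), 1uM T3, 5% DMSO, 5 hr at ambient temperature. Decreased polarization (555/632 nm) flags inhibition; data normalized to free and bound peptide controls.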
Tau FP inhib = tau fibrillization inhibition (FP); P10636; K18 P301L tau heparin fibrillization, Alexa594 FP, 6 h; Potency, µM (highest dose often 57.7 µM), inactives show at the top dose activity, negative = inhibition, actives largely listed as inhibitors; actives 0.39% (n = 280,000); AID 1468; also: nearly all actives have a fitted effect of over 55% in size
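FP of Alexa 594-tau after heparin (20 uM) induction. Substrate: human K18 P301L, 15 uM unlabeled, 0.24 uM labeled. Buffer 100 mM sodium acetate pH 7. 6 hr, 37 C.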
GLA spleen mod = inhibits or activates alpha-galactosidase in human spleen homogenate; Potency, µM (titrated, usually from 80 µM), without a hit: top-dose activity change, negative = inhibition, hits mostly inhibitors; AID 2107; P06280; human spleen homogenate, 4MU-alpha-Gal fluorescence, 40 min; actives 0.008% (n = 240,000);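 also: 0% = enzyme with vehicle and -100% = no enzyme basal signal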
Target sequence (P06280 32-429 limits assumed): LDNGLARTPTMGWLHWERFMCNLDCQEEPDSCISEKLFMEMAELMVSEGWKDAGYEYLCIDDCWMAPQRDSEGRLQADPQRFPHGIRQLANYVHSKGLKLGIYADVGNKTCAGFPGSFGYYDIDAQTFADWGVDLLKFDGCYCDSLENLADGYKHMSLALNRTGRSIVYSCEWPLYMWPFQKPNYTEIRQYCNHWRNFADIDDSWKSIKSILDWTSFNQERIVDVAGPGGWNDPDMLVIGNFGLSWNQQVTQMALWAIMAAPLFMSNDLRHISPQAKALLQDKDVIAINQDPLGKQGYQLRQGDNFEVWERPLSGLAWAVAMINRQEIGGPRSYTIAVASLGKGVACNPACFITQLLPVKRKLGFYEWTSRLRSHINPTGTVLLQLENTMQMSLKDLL
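Inhibition or activation of alpha-galactosidase in human spleen homogenate is scored by 4-MU fluorescence after 40 min at 37C, pH 5.0, with 1 mM substrate. AC50s come from concentration-response fitted to the Hill equation.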
ALDH1A1 block = blocks purified human ALDH1A1 activity; Potency, µM (doses to about 75.3 µM), without a hit: at the top dose activity, negative = inhibition, usual class: inhibitors; AID 1030; P00352; Purified ALDH1A1, NADH fluorescence, propionaldehyde substrate; actives 7.3% (n = 220,000); active = well fitted inhibition curve with a large enough effect, not every such curve was filed as active; inconclusive = small, poorly fitted or top-dose-only effect, or another doubt; inactive = no such curve, though single readings can be large or run the other way;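 also: plate controls were no enzyme wells and a reference inhibitor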
Target sequence (P00352 whole entry, looked up): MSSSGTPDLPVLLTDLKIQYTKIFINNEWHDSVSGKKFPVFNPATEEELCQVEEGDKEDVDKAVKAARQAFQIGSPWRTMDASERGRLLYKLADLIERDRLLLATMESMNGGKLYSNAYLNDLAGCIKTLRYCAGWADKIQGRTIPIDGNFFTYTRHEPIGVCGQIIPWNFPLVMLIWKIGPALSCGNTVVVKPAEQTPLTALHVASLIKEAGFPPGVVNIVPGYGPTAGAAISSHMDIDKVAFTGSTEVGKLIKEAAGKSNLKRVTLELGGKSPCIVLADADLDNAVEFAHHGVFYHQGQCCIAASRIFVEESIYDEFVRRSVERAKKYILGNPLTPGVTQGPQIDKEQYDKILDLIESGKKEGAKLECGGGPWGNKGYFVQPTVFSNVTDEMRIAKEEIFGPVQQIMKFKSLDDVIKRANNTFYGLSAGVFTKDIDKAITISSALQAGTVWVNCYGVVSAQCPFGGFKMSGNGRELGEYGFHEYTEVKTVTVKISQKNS
Starred values were filed as active, the others as inactive; ? = inconclusive; / = not tested or not shown; [ ] = dose if it differs, or a comment. Unless noted, calls follow the shape of the dose curve; as a rule, active = well fitted curve in the direction sought with a large enough effect; inconclusive = small, poorly fitted or top-dose-only effect, or another doubt; inactive = no such curve, though single readings can be large; an effect the other way counts as inactive or inconclusive. Unless noted, % is scaled to controls: 0 for no effect and ±100 for the full control effect; potency is read from the fitted curve at half-maximal effect.

SMILES	L3MBTL1 inh	Tau ThT inhib	TexasRed fluor	Tau fluor counter	TRb-SRC2 inh	Tau FP inhib	GLA spleen mod	ALDH1A1 block
O=C(Nc1ccccc1)N(Cc1ccccc1)CC(O)C(F)(F)F (stereo unspecified)	4.1%	-1.7%	0.5%	0.5%	2.0%	-5.1%	3.7%	6.9%
CSc1nnc(-c2cc(-c3ccc(C)cc3)nc3ccccc23)o1	8.4%	-5.6%	-3.7%	-16.6%	-5.0%	-6.0%	2.1%	?
Cl/C(=C\n1cncn1)c1ccc(Cl)cc1Cl	/	?	-1.2%	-16.6%	-2.2%	-3.2%	9.6%	?
Cc1nn(Cc2c(F)c(F)c(F)c(F)c2F)c(C)c1NC(=O)c1ccc(COc2ccccc2Cl)cc1	-0.8%	-11.9%	0.7%	-12.5%	16.2%	-0.7%	-12.3%	6.3%
CCN(CC)S(=O)(=O)c1ccc(O)c(NC(=O)CN2CCc3ccccc3C2)c1	-0.7%	1.7%	-1.0%	-14.9%	6.0%	-13.0%	2.4%	3.4%
CCOC(=O)c1cnc2cc(Cl)c(OC)cc2c1NCC1CCCO1 (stereo unspecified)	17.5%	-9.6%	-0.8%	-9.3%	-9.4%	0.4%	8.4%	?
COc1cc(C(=O)Nc2nnc(-c3sccc3C)s2)cc(OC)c1OC	8.2%	-5.1%	-0.9%	-1.7%	-3.8%	-10.7%	3.5%	?
CC1CCN(C(=O)CNC(=O)Cc2ccccc2)CC1	10.3%	4.5%	-2.5%	1.7%	0.2%	-2.7%	0.9%	3.8%
CCCOc1ccc(-c2nc(OC)c3ccccc3n2)cc1	24.5%	?	1.2%	-13.8%	-11.7%	-7.9%	3.4%	?
CCN(CC)C(=O)CSc1nnc(C2CCCCC2)o1	5.9%	2.0%	-2.1%	-0.1%	0.1%	-0.4%	2.4%	-11.9%
CC(C)Nc1nnc(SC(C)C(=O)Nc2ccc(Cl)cn2)s1 (stereo unspecified)	1.4%	-2.0%	3.3%	2.9%	6.0%	7.4%	1.1%	-4.4%
c1ccc2c(c1)OCCOCCOCCO2	0.7%	0.9%	-4.6%	-2.8%	-3.4%	0.0%	3.6%	0.0%
Nc1cccc(/C=C/c2ccncc2)c1	/	?	-1.3%	-12.9%	-4.5%	7.1%	-3.6%	/
CC1CCc2sc(NC(=O)C3CC(Cl)=CCC3C(=O)O)c(C#N)c2C1 (stereo unspecified)	0.1%	-11.2%	0.9%	-1.4%	-4.5%	4.6%	-3.4%	-12.0%
Cc1ccc(NC(=S)N/N=C/c2c(C)nn(-c3ccccc3)c2N2CCCC2)cc1	19.9%	-6.5%	-5.3%	-10.5%	-6.4%	7.1%	-0.1%	?
c1cncc(C(c2nnnn2C2CCCC2)N2CCCC2)c1 (stereo unspecified)	-2.8%	-3.4%	-3.1%	-0.5%	-4.2%	1.9%	-2.7%	-8.2%
CCCn1c2ccccc2c2cnn(CC(=O)NCC3CCN(Cc4ccc(F)cc4)CC3)c(=O)c21	/	-6.3%	-2.4%	-8.7%	5.9%	2.4%	/	/
CC(C)(C)OC(=O)NC(CO)c1cn([C@@H](Cc2cc3ccccc3[nH]2)C(=O)N2CCN(C(=O)OC(C)(C)C)CC2)nn1 (stereo partly specified)	2.4%	-5.0%	1.2%	-5.7%	-2.1%	4.4%	7.0%	2.9%
N#Cc1ccc(-c2cccs2)nc1SCc1cccnc1	7.2%	-12.3%	-1.8%	-22.0%	0.2%	-6.1%	15.7%	/
C=CCn1c(=O)c2c(C)c(C)sc2n2c(Nc3ccc(OC)cc3)nnc12	0.6%	-19.5%	-4.6%	-11.9%	1.8%	2.6%	-5.3%	-8.4%
CC(C)(C)NC(=S)NC(C)(C)C	/	-1.6%	-5.2%	-0.9%	-6.3%	4.6%	2.1%	/
COCCN(C(=O)CSc1nc2ccccc2c(=O)n1C(C)COC)c1c(N)n(Cc2ccccc2)c(=O)[nH]c1=O (stereo unspecified)	/	3.4%	-0.6%	-1.6%	-2.1%	-7.0%	-2.3%	?
Cc1csc(Nc2ccccc2)n1	0.3%[11.4 µM]	-6.2%	-4.9%	-4.4%	0.2%	0.0%	2.8%	-7.9%
CCOc1cc(-c2nc(-c3ccncc3)no2)cc(OCC)c1OCC	6.6%	-0.4%	-7.1%	1.5%	5.2%	-1.9%	7.4%	3.0%
OC(COc1ccccc1)CN1CCN(CC(O)COc2ccccc2)CC1 (stereo unspecified)	51.9%[activator]	4.0%	0.1%	9.6%	-8.7%	6.0%	-5.7%	-9.3%
O=C(Nc1ccc2nc(SCC(=O)N3CCCc4ccccc43)sc2c1)c1ccc(Cl)cc1	/	-9.3%	4.3%	?	-5.9%	?	/	/
O=C(c1cccc(Cl)c1)N1CCC(c2nc3ccccc3[nH]2)CC1	/	-2.5%	-1.0%	-5.1%	-3.8%	-5.3%	0.1%	-6.1%
CCCS(=O)(=O)N1CCN(S(=O)(=O)c2ccccc2)CC1	/	-7.4%	-1.7%	-9.4%	1.4%	3.8%	3.0%	3.4%
NCc1nc2cccnc2n1Cc1ccccc1Cl	/	-11.8%	1.0%	-8.7%	-7.5%	-5.7%	/	/
COc1ccc(CN(C(=O)Nc2cccc(OC)c2)C2CCN(C(C)=O)CC2)cc1	/	-4.3%	-5.4%	-5.0%	1.1%	-6.5%	/	/
Cc1ccc2nc(NC(=O)CSc3nnc(C)c(=O)n3N)sc2c1	6.2%	-2.5%	-1.3%[53 µM]	-3.0%	2.2%[53 µM]	-17.0%	-1.1%	?
CCCC(=O)N1CCN(c2ccc(NC(=S)NC(=O)c3cccc(C)c3)cc2)CC1	-19.8%	8.91µM*	-3.9%	?	-2.6%	-4.3%	0.7%	20µM*
COc1ccc(-c2n[nH]c3c2C(c2ccc(O)cc2)N(c2ccc(Br)cc2)C3=O)cc1 (stereo unspecified)	/	8.2%	-1.0%	?	-3.7%	?	/	/
Cc1ccc(NS(=O)(=O)c2cc3[nH]c(=O)c(=O)[nH]c3cc2C)cc1Cl	/	-7.7%	-20.0%	-4.7%	5.1%	5.7%	/	/
COC(CN(C(=O)CCl)C(C(=O)NC1CCCC(C)C1C)c1ccc(C)cc1)OC (stereo unspecified)	13.0%	-5.3%	1.2%	-2.3%	-4.9%	-0.6%	2.1%	?
CCOc1ccc(-c2noc(COC)n2)cc1OC	4.2%	-1.8%	2.6%	-1.8%	-2.2%	-6.3%	5.4%	4.5%
C=C(C(C)=O)C(O)c1ccc([N+](=O)[O-])cc1 (stereo unspecified)	/	?	1.3%	-16.4%	3.7%	1.6%	-2.7%	-8.3%
Cc1cc(C)c2nc(SCC(=O)NCCC3=CCCCC3)cc(C)c2c1	5.5%	-2.0%	5.2%	5.9%	0.4%	?	0.0%	0.2%
O=C(CNC(=O)c1cccs1)OCC(=O)c1cccs1	/	-2.8%	-3.4%	-1.5%	1.8%	-3.2%	10.2%	1.5%
COC(=O)[C@@]1(Cc2ccc(OC)cc2)[C@H]2c3cc(C(=O)N(C)C)n(Cc4ccc(C)o4)c3C[C@H]2CN1C(=O)c1ccccc1	/	?	-3.5%	-5.9%	-8.0%	-12.1%	-0.4%	?

9 neighbouring entries already listed, quoted:
SMILES	L3MBTL1 inh	Tau ThT inhib	TexasRed fluor	Tau fluor counter	TRb-SRC2 inh	Tau FP inhib	GLA spleen mod	ALDH1A1 block
NCc1nc2cccnc2n1Cc1ccccc1Cl	/	-11.8%	1.0%	-8.7%	-7.5%	-5.7%	/	/
COc1ccc(CN(C(=O)Nc2cccc(OC)c2)C2CCN(C(C)=O)CC2)cc1	/	-4.3%	-5.4%	-5.0%	1.1%	-6.5%	/	/
Cc1ccc2nc(NC(=O)CSc3nnc(C)c(=O)n3N)sc2c1	6.2%	-2.5%	-1.3%[53 µM]	-3.0%	2.2%[53 µM]	-17.0%	-1.1%	?
CCCC(=O)N1CCN(c2ccc(NC(=S)NC(=O)c3cccc(C)c3)cc2)CC1	-19.8%	8.91µM*	-3.9%	?	-2.6%	-4.3%	0.7%	20µM*
COc1ccc(-c2n[nH]c3c2C(c2ccc(O)cc2)N(c2ccc(Br)cc2)C3=O)cc1 (stereo unspecified)	/	8.2%	-1.0%	?	-3.7%	?	/	/
Cc1ccc(NS(=O)(=O)c2cc3[nH]c(=O)c(=O)[nH]c3cc2C)cc1Cl	/	-7.7%	-20.0%	-4.7%	5.1%	5.7%	/	/
COC(CN(C(=O)CCl)C(C(=O)NC1CCCC(C)C1C)c1ccc(C)cc1)OC (stereo unspecified)	13.0%	-5.3%	1.2%	-2.3%	-4.9%	-0.6%	2.1%	?
CCOc1ccc(-c2noc(COC)n2)cc1OC	4.2%	-1.8%	2.6%	-1.8%	-2.2%	-6.3%	5.4%	4.5%
C=C(C(C)=O)C(O)c1ccc([N+](=O)[O-])cc1 (stereo unspecified)	/	?	1.3%	-16.4%	3.7%	1.6%	-2.7%	-8.3%

(list continues)
SMILES	L3MBTL1 inh	Tau ThT inhib	TexasRed fluor	Tau fluor counter	TRb-SRC2 inh	Tau FP inhib	GLA spleen mod	ALDH1A1 block
CNC(=O)CC(C(=O)O)c1ccc(OC(C)C)cc1 (stereo unspecified)	/	-3.4%	-1.8%	-7.4%	-1.7%	6.4%	3.1%	-4.6%
COc1cc(C2C(C(=O)c3ccco3)=C(O)C(=O)N2Cc2cccnc2)cc(OC)c1OC (stereo unspecified)	-1.5%	-13.1%	2.2%	1.4%	5.1%	1.5%	8.1%	-11.3%
Cc1ccc(C(=O)NCC(=O)N/N=C/c2sccc2C)cc1[N+](=O)[O-]	1.6%	-5.5%	0.3%	-7.3%	-5.4%	-7.0%	2.7%	-3.1%
COc1ccc(OC)c(NC(=O)Cn2cnc3onc(-c4ccc(Cl)cc4)c3c2=O)c1	/	4.7%	-2.3%	-21.3%	2.3%	?	/	/
